CHT block: inhibitors of human choline transporter CHT; 0.86% of 310,000 active; Q9GZV3; AID 488975; CHT-expressing cells, membrane potential dye, choline response; hits give low values; B-score at 10 µM;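 active = B-score over 3 SD under the library average, and starting fluorescence ratio not unusually high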;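 also: choline stimulus applied at its EC90 after an EC20 pre-addition; B-score computed on integrated fluorescence ratio after choline addition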
Target sequence (Q9GZV3 whole entry, looked up): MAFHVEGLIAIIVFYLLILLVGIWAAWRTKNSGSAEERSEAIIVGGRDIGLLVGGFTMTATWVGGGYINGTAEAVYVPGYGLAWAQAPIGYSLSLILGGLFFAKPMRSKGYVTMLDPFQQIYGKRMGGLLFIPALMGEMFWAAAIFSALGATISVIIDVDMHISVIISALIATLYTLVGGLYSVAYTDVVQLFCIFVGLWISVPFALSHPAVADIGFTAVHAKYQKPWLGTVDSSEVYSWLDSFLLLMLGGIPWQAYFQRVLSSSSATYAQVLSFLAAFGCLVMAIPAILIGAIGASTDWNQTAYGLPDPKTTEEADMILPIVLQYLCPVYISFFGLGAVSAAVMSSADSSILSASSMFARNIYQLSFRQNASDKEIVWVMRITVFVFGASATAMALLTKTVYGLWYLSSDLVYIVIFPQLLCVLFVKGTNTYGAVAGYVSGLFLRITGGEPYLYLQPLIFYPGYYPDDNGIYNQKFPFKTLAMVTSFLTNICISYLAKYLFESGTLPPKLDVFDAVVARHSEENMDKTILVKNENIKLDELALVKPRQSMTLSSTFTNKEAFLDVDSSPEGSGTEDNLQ
Kir21 block: blocks the mouse Kir2.1 inward-rectifier potassium channel; HEK293-Kir2.1, FluxOR thallium flux fluorescence; hits give low values; P35561; B-score at 10 µM; 0.85% of 310,000 active;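 active = fluorescence ratio B-score at or below minus 3 SD of library scores, with starting-brightness B-score within 2 SD, cut at about -4.2 in these data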;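 also: channel flux triggered by added potassium and thallium sulfate stimulus; B-score of peak minus minimum fluorescence over baseline after thallium stimulus; more negative B-score means stronger Kir2.1 block with less thallium influx; some compounds called inactive have numbers as strong as hits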
Target sequence (P35561 whole entry, looked up): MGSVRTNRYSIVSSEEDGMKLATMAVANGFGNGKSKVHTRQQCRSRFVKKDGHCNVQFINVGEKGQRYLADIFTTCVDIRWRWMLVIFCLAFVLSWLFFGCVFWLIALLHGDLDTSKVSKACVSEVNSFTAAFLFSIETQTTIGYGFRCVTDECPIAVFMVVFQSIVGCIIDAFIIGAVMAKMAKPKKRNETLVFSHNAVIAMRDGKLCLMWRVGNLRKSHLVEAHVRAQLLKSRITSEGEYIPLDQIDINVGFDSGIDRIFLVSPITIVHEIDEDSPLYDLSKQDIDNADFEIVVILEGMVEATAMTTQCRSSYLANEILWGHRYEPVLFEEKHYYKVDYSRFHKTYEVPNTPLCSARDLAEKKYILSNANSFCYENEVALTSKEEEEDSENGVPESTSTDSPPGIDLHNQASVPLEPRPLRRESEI
Numbers without * were called inactive; i = inactive; . = not tested or not shown.

structure	CHT block	Kir21 block
O=C(NC(Cc1ccccc1)C(=O)N1CCN(c2ccccn2)CC1)c1ccco1 (stereo not given)	i	0.23
Cc1c(Br)c([N+](=O)[O-])nn1CC(=O)Nc1ccc(CC#N)cc1	i	0.01
COc1ccc(C(CNC(=O)Nc2ccccc2)N2CCN(C)CC2)cc1 (stereo not given)	i	0.06
CC(C)c1ccc(NC(=O)CSc2n[nH]c(=O)n2C2CC2)cc1	i	-1.8
COc1ccc2nc(N=Nc3c(O)ccc4ccccc34)sc2c1	.	0.42
CCOC(=O)C1=C(CSCC(=O)OC)NC(=O)NC1c1cc(C)ccc1C (stereo not given)	i	1.7
Cc1ccccc1CCNC(=O)C1CCC(=O)N(C2CCCCCC2)C1 (stereo not given)	i	-2.1
Cc1ccccc1-n1c(=O)c2ccccc2n2cnnc12	i	0.61
Cc1ccc2nc(N3CCOCC3)c(C=O)cc2c1	i	1.7
COC(=O)c1ccc(-c2sc3nc(N4CCOCC4)c4c(c3c2N)CCCC4)o1	i	-0.4
Fc1ccccc1N1CCN(Cc2nc(-c3ccccc3)no2)CC1	i	1.7
CCOC(=O)C1(CCOc2ccccc2)CCN(S(=O)(=O)N(C)C)CC1	i	-1.7
COC(=O)c1sc2ccccc2c1-n1cccc1C(=O)C(=O)Nc1ccc(Cl)cc1	i	0.19
COc1ccc(S(=O)(=O)NCC(c2cccs2)N2CCc3ccccc3C2)cc1 (stereo not given)	i	-1.4
COCCNc1oc(-c2ccco2)nc1S(=O)(=O)c1ccccc1	i	1.1
Cc1ccc(CSc2nc3ncccc3[nH]2)cc1	i	0.01
CCN(CC)C(=O)CN(c1ccc(Cl)cc1)S(=O)(=O)c1ccccc1	i	-1.2
O=C(COC(=O)CCc1ccc(S(=O)(=O)N2CCCCC2)cc1)Nc1cccc2ccccc12	i	0.05
O=C(Nc1cccc(S(=O)(=O)c2cccc(NC(=O)C3CC3)c2)c1)C1CC1	i	-0.18
O=C(Cn1c(=O)oc2ccccc21)NCC1COc2ccccc2O1 (stereo not given)	i	0.05
O=C(c1cccc(S(=O)(=O)NCc2ccccc2)c1)N1CCN(c2cccc(C(F)(F)F)c2)CC1	i	-0.16
C=CCSc1nc(N)c(NC(=O)c2ccco2)c(=O)[nH]1	i	.
C=C(C)CNC(=S)N/N=C(\C)c1ccc(-n2ccnc2)cc1	i	-0.02
COC(=O)C(CC(=O)Nc1cc(C)ccc1C)Nc1ccccc1OC (stereo not given)	i	-0.09
Cn1c(=O)c2c(nc(-n3ccnc3)n2C)n(C)c1=O	i	1
COc1cc(OC)cc(C(=O)O/N=C(\N)c2ccncc2)c1	i	-0.51
O=C(Nc1nc2ccc(F)cc2s1)C1CCN(S(=O)(=O)c2cc([N+](=O)[O-])ccc2Cl)CC1	i	0.1
COC(=O)c1ccc(-c2nc(CN3CCN(Cc4cccc(C)c4)CC3)c(C)o2)cc1	i	2.7
O=C(NCc1ccc(F)cc1)C(C(=O)NCc1ccc(F)cc1)c1ncc(C(F)(F)F)cc1Cl	i	1.6
Cc1noc(C)c1C(=O)OCC(=O)Nc1cc(S(=O)(=O)N2CCOCC2)ccc1Cl	i	-1.5
CCN(CC)C(=O)Cn1cc(S(=O)(=O)CC(=O)NCCc2ccccc2)c2ccccc21	i	-0.88
O=C1NC(=O)C2(COC(c3cccc([N+](=O)[O-])c3)OC2)S1 (stereo not given)	i	-0.14
CCC(C)NC(=O)c1[nH]c(C)c(C(=O)OC)c1C (stereo not given)	i	-1.8
Cc1oc2cc3oc(=O)c(CC(=O)N[C@@H](C)C(=O)NC(Cc4ccc(Cl)cc4)C(=O)O)c(C)c3cc2c1C (stereo not given in full)	i	1.2
Cc1sccc1/C=N/NC(=O)c1cccc2ccccc12	i	-0.31
Cc1c(Cl)cccc1NC(=O)CNc1cccc(C(F)(F)F)c1	i	1.6
COc1ccc(-c2csc(Nc3ccccn3)n2)cc1	i	3.4
O=C(CSc1nnc(-c2cnccn2)n1Cc1ccco1)Nc1ccc(Br)cc1	i	-1.1
COc1ccc2nnc(-c3ccccc3)n2n1	i	-0.01
O=C(NCC1CCCO1)C(c1cccnc1)N(C(=O)Cc1cccs1)c1ccccc1 (stereo not given)	i	1.6
CCOc1ccc(NC(=O)C2=C(C)NC(=S)NC2c2ccc(O)c(OC)c2)cc1 (stereo not given)	i	-0.62
COc1cc(/C=C2\SC(=S)N(CC(=O)Nc3cccnc3)C2=O)cc(OC)c1OC	i	-1.2
COc1ccc(CC(=O)OCN2C(=O)c3ccccc3C2=O)cc1OC	i	-0.42
COc1ccc(S(=O)(=O)N2CCN(C(=O)CN3C(=O)NC4(CCCC4)C3=O)CC2)cc1	i	0.29
CC(Oc1cccc(Cl)c1)C(=O)Nc1ccc(S(=O)(=O)NC2=NCCCCC2)cc1 (stereo not given)	i	-3.1
COc1ccc(N(CC(=O)N2CCN(Cc3ccc4c(c3)OCO4)CC2)S(C)(=O)=O)cc1OC	i	0.35
O=C(Nc1ccncc1)c1ccc(Cl)c(S(=O)(=O)N2CCc3ccccc32)c1	i	-0.83
CCc1cc(=O)oc2c(C)c(OC(C)C(=O)NCCCN3CCOCC3)ccc12 (stereo not given)	i	-0.84
COc1ccc(CNc2oc(C)nc2C#N)cc1	i	1.1
COc1ccc(CNC(=O)COC(=O)CCC(=O)c2cccs2)cc1	i	-0.31
N#CCC(=O)N/N=C/c1cn(Cc2cccc3ccccc23)c2ccccc12	i	-1
O=C(NCC1CCCO1)C1CC(c2ccccc2Cl)=NO1 (stereo not given)	i	2.2
O=C(Cc1ccccc1)NCc1cccnc1	i	-2.1
COc1ccc(CCNC(=O)CN2C(=O)NC(CCSC)C2=O)cc1 (stereo not given)	i	-1.1
CCN(CCNC(=O)C1CCN(Cc2nc(-c3cccc(Cl)c3)oc2C)CC1)c1ccccc1	i	-2.1
CCC(C(=O)Nc1cccnc1Cl)c1ccccc1 (stereo not given)	i	-0.88
CC(C)(C)c1ccc(NC(=S)NCc2cccnc2)cc1	i	1.9
O=C(CSc1nc2ccccc2n1CCc1ccccc1)NC1CCS(=O)(=O)C1 (stereo not given)	i	-0.19
O=C(CN1CCN(c2ccccc2F)CC1)NC(=O)NCc1ccco1	i	0.97
O=S(=O)(NCc1ccccc1)NCc1ccc(Cl)cc1Cl	i	0.74

Following part:
structure	CHT block	Kir21 block
O=C(COC(=O)CCS(=O)(=O)c1ccc(Cl)cc1)NC1CCCCC1	i	-0.59
Cn1cnnc1SCC(=O)N1N=C(c2ccc(Cl)cc2)CC1c1ccco1 (stereo not given)	i	-0.35
CC1(C)CC(NCCC(c2ccccc2)c2ccco2)CCO1 (stereo not given)	i	-0.07
CCOC(=O)Cc1nnc(NC(=O)CC)s1	i	-0.6
Cc1cccc(Cn2cnc3c(nnn3Cc3ccccc3F)c2=O)c1	i	0
CC(=O)NCCC(=O)NCC1(N(C)Cc2ccccc2)Cc2ccccc2C1	i	1.1
Cc1cccc(-c2nc(C#N)c(N3CCC(C)CC3)o2)c1	i	0.01
CCOC(=O)C1=C(c2ccccc2)O/C(=C(/C(=O)OC)C(F)(F)F)S1	i	-0.93
CN(c1ccc(C(=O)Nc2ccc3c(c2)n(C)c(=O)n3C)cc1)S(C)(=O)=O	i	0.71
O=C(Nc1nc(NC(=O)c2ccco2)n(-c2ccccc2)n1)c1ccccc1	i	0.22
CN(C)CCN(C(=O)c1ccc2ccccc2c1)c1nc2ccc(F)cc2s1	i	1.4
COc1ccc2c(COC(=O)c3cccc(S(=O)(=O)NCC(C)C)c3)cc(=O)oc2c1	i	1.3
COc1cc(C(=S)N2CCN(C)CC2)ccc1OCC(=O)NCc1ccccc1	i	0.5
C=CCn1c(=O)c2ccccc2n2c(SCC(=O)N(C)C)nnc12	.	-0.72
N/C(=N\c1nc2ccccc2o1)NC(=O)c1ccc(F)cc1	i	0.09
CC(Sc1nnc(-c2ccccc2F)n1C1CC1)C(N)=O (stereo not given)	i	1.9
O=C(NCC(=O)N1CCN(S(=O)(=O)c2ccccc2F)CC1)c1ccc2c(c1)OCO2	i	-0.57
C(=N\N1CCN(Cc2cccc3ccccc23)CC1)/c1cccnc1	i	-0.1
Cc1oc(-c2ccccc2Cl)nc1CSCC(=O)O	i	-1.9
CCOC(=O)c1ncn2c1CN(C)C(=O)c1cc(F)ccc1-2	i	-0.36

Overlap with the part before: 2 compounds, then new ones.
structure	CHT block	Kir21 block
Cc1oc(-c2ccccc2Cl)nc1CSCC(=O)O	i	-1.9
CCOC(=O)c1ncn2c1CN(C)C(=O)c1cc(F)ccc1-2	i	-0.36
N#Cc1ccccc1NC(=S)Nc1ccc(F)cc1	i	1
CCOC(=O)CSc1nc2cccnc2n1-c1ccc(F)cc1	i	-0.58
Cn1ncc([N+](=O)[O-])c1C(=O)Nc1ccc(Cl)cc1	i	0.37
O=C(COc1ccccc1)OCC(=O)N1CCCc2ccccc21	i	0.02
Cc1ccc(NC(=O)COC(=O)CCc2ccccc2)c(Cl)c1	i	0.02
CN(C(=O)CN1C(=O)NC(C)(CCc2ccccc2)C1=O)c1ccccc1 (stereo not given)	i	1.3
CC(C)(C)c1ccc(C(=O)N/N=C/c2ccccn2)cc1	i	-2.9
COc1ccc(S(=O)(=O)N2CCNC(=O)C2)cc1Br	i	0.28
Cc1ccc(C)c(OCC(=O)Nc2nc3ccc([N+](=O)[O-])cc3s2)c1	i	-0.59
CSCCC(NC(=O)COc1ccccc1)C(=O)N1CCN(C(C)=O)CC1 (stereo not given)	i	1.8
O=C(Nc1ccc2[nH]c(=O)[nH]c2c1)c1c(F)c(F)c(F)c(F)c1F	i	-0.22
CC(=O)NCCCNc1ccc([N+](=O)[O-])cc1	i	-0.54
N#Cc1ccccc1Cn1cc(/C=N/Nc2ccc([N+](=O)[O-])cn2)c2ccccc21	i	0
CN(C)C(CNC(=S)Nc1ccc(F)cc1)c1cccnc1 (stereo not given)	i	0.8
Cc1ccc(NC(=O)C2=C(c3ccccc3)S(=O)(=O)CCS2(=O)=O)cc1	i	-5.7*
C=CCNC(=O)c1cc2cccc(OC)c2oc1=O	i	-1.5
CCOC(=O)/C=c1\s/c(=C\c2ccc(C(=O)OC)cc2)c(=O)n1CC(=O)Nc1ccccc1	i	0.22
CCn1c2ccccc2c2nnc(SCc3ccccc3)nc21	i	-0.54
O=C(NC1CCN(S(=O)(=O)c2ccc(F)cc2)CC1)c1cccnc1	i	0.99
O=C(Nc1ccccc1Oc1cccnc1)C1CCCN(C/C=C/c2ccccc2)C1 (stereo not given)	i	-2.4
O=C(c1ccc(Cl)c(S(=O)(=O)N2CCCCC2)c1)N1CCCC1	i	0.36
O=S(=O)(NCCc1ccccc1)c1ccc(-n2cnnn2)cc1	i	0.68
COc1cccc(CN2CCCC(C(=O)c3ccc4c(c3)OCO4)C2)c1O (stereo not given)	i	-0.65
CCOC(=O)N1CCN(S(=O)(=O)N(C)C)CC1	i	0.01
COc1ccc(C(C)=O)cc1CSc1ccc2c(c1)OCCO2	i	-2.6
C/C(=N\NC(=O)CSc1nc2ccccc2c(=O)n1-c1ccccc1C)c1cccs1	i	-0.54
CN(CCCNC(=O)c1cc2c(=O)[nH]c3ccccc3c2n1C)Cc1ccccc1	i	-2.6
COc1ccc(NC(=O)CSc2nnc(Cc3ccc(C)cc3)c(=O)n2N)cc1OC	i	-0.23
CC(=O)c1cccc(N(CC(=O)Nc2ccc(S(=O)(=O)N3CCOCC3)cc2)S(C)(=O)=O)c1	i	2.9
Cc1ccc(Nc2cc(C)nc(N3CCOCC3)n2)c(C)c1	i	-0.06
CCOCCOC(=O)C1=C(C)NC(=O)NC1c1ccc2c(c1)OCO2 (stereo not given)	i	-0.28
CCC(=O)OC1CSc2nc3ccccc3n2C1 (stereo not given)	i	0.14
Cc1ccc(C)c(NC2=NC3(CCCCC3)N=C(N)N2)c1	i	0.01
c1ccc(-c2cnnc(SCc3cn4cccnc4n3)n2)cc1	i	2.9
CC1CCN(S(=O)(=O)c2cn(CC(=O)N3CCN(c4cccc(C(F)(F)F)c4)CC3)cn2)CC1	i	1.4
COc1ccc(/C=C(\C)C(=O)c2c(C)cc(C)[nH]c2=O)cc1	i	0.18

Compounds above with a COOH group:
structure	CHT block	Kir21 block
Cc1oc2cc3oc(=O)c(CC(=O)N[C@@H](C)C(=O)NC(Cc4ccc(Cl)cc4)C(=O)O)c(C)c3cc2c1C (stereo not given in full)	i	1.2
Cc1oc(-c2ccccc2Cl)nc1CSCC(=O)O	i	-1.9

Complete entries, quoted from the list.
Listed for `Cc1cccc(-c2nc(C#N)c(N3CCC(C)CC3)o2)c1` → CHT block: i; Kir21 block: 0.01
Listed for `CC(C)(C)c1ccc(C(=O)N/N=C/c2ccccn2)cc1` → CHT block: i; Kir21 block: -2.9
Listed for `C/C(=N\NC(=O)CSc1nc2ccccc2c(=O)n1-c1ccccc1C)c1cccs1` → CHT block: i; Kir21 block: -0.54
